# PriA SSB inh: K. pneumoniae PriA-SSBct interaction inhibition | AlphaScreen SSBct-PriA binding, biotinylated peptide | inhibition, % at 33 µM | 0.6% of 430,000 active | AID 1272365; in the data active means inhibition mostly above about 37%, no sharp cut-off; inactive means mostly below about 20%;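 further: plate controls were negative control peptide for no effect and reference peptide for full effect; strong numbers were not always called active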
# Starred values were filed as active, the others as inactive; & = joins results of further samples. An excerpt. The share of hits here may be higher or lower than overall.
SMILES,PriA SSB inh
O=C(NCCn1nc(-c2cccnc2)n(C2CC2)c1=O)Nc1cccs1,-5
Cc1cccc(C(=O)OCCN2C(=O)c3cccc4c(N5CCCCC5)ccc(c34)C2=O)c1,-5
O=C(c1ccc(-n2cccc2)cc1)N1CCC(n2cc(-c3ccccc3)nn2)C1 (stereo not given),18
COc1ccc(-c2nnc3ccc(SCC(=O)c4ccc(Cl)cc4)nn23)cc1OC,7
Nc1nc(-c2cc3ccccc3oc2=O)cs1,-15
CC1C(=O)NCCN1C(=O)c1ccco1 (stereo not given),-11
Cc1cc(NC(=O)c2ccc(-c3ccccc3)cc2)n(C(C)C)n1,2
COc1ccc(CC(=O)N2CCC(COCc3ccc(Cl)cc3)CC2)cc1OC,7
Nc1ccc(-c2ncco2)cc1,-11
COc1ccc2nc(NC(=O)c3cc([N+](=O)[O-])ccc3Cl)sc2c1,-5
CC(=O)Nc1ccc(NC2=CC(=NS(=O)(=O)c3cccs3)c3ccccc3C2=O)cc1,49
CCS(=O)(=O)Nc1ccc(C)c(N2CCCC2=O)c1,-5&-3
O=C(NCCCn1nc(-c2ccco2)ccc1=O)Nc1ccc(F)cc1,-5
COc1ccc2cc(C(=O)N3CCC(S(=O)(=O)C(C)(C)C)C3)[nH]c2c1 (stereo not given),4
O=C(CC1CCCCN1S(=O)(=O)c1cccs1)Nc1ccc(F)c(Cl)c1 (stereo not given),-17&11
Cc1cc2c(cc1C)C(=NNC(=O)c1ccccn1)CCC2,-8
COc1cc(C(=O)N=Nc2c(O)n(C)c3ccccc23)cc(OC)c1OC,-14
CSc1ccccc1NC(=O)c1cnc2ccc(C)cn2c1=O,-3
Cc1ccc(C=NNC(=O)Cc2noc3ccccc23)cc1,-1
COC(=O)C1CC(OC)CN1C(=O)CCc1cc(Br)ccc1OC(F)F (stereo not given),-1
COc1cccc(NC(=O)NCC2(OC)CCSC2)c1OC (stereo not given),6
CCOC(=O)c1c(NC(=O)CCS(=O)(=O)c2ccc(Cl)cc2)sc2c1CCN(C(C)=O)C2,12
COc1cccc(OCC(=O)Nc2ccc3c(c2)N(C(=O)C2CC2)CC3)c1,-13
CC(C)(C)C(=O)N1CCc2ccc(NS(=O)(=O)Cc3ccc(F)cc3)cc21,6
COc1ccc2cc(C=NNC(=O)c3ccc(CN(c4ccc(C)c(C)c4)S(C)(=O)=O)cc3)c(Cl)nc2c1,-10
SMILES,PriA SSB inh
O=C(Cn1nc(-c2ccccc2)c2sc(N3CCOCC3)nc2c1=O)NCc1ccco1,1
Cc1ccc(C)c(C(O)=C2C(=O)C(=O)N(CCCn3ccnc3)C2c2cccnc2)c1 (stereo not given),-10
O=C(NCc1ccccc1)C(=O)NCC(c1ccco1)N1CCc2ccccc2C1 (stereo not given),1
CCC(=O)N1CCCc2ccc(NS(=O)(=O)c3ccc(F)c(Cl)c3)cc21,2
CCn1nc(C(=O)N(CCn2cccn2)c2nc3c(C(F)(F)F)cccc3s2)cc1C,-8
COc1ccc(Cl)cc1C(=O)NCC1CCN(c2ccc(C)nn2)CC1,-4
O=C(CCS(=O)(=O)c1ccccc1)NCCn1ncc2c(=O)n(Cc3cccc(Cl)c3)cnc21,-16
COc1ccccc1-c1cn2nnc(C(=O)NCc3ccccc3C(F)(F)F)c2c(=O)[nH]1,-11
Cc1ccc(CC(=O)Nc2nc3cc4c(cc3s2)OCCO4)c(C)c1,4
COC(=O)c1ccc(S(=O)(=O)N2CCC(Oc3cccc(C)n3)CC2)cc1,-2
Cc1[nH]n(-c2cccc(Cl)c2)c(=O)c1C=NC1CCS(=O)(=O)C1 (stereo not given),3
Cc1ccc([C@@H](O)CNC(=O)C2CCCC2)o1,-10
CCOc1ccc2ccccc2c1C=NNC(=O)c1ccc(C)nc1,10
Cc1cccc(N2CC(O)(c3ccc4c(c3)OCCO4)[N+]3=C2CCCC3)c1C (stereo not given),-13
CCOC(=O)Cc1csc(NC(=O)Cc2csc(NC(=O)Nc3ccccc3)n2)n1,1
Cc1ccc(/C=C/S(=O)(=O)N2CC(c3nc(-c4ccco4)no3)C2)cc1,-1
C=CCN1C(=O)C(CC(=O)Nc2ccccc2)SC1=Nc1nccs1 (stereo not given),-3
Cc1noc(CNC(=O)NC(c2ccccc2)c2ccccc2)n1,7
Cc1nn(C(C)C)c(C)c1S(=O)(=O)NC[C@H](O)c1csc2ccccc12,-23
COc1ccc(C=NNC(=O)CNC(=O)c2ccc3c(c2)OCCO3)cc1OC,17
Cc1ccc(-c2ccc3nnc(SCC(=O)Nc4cc(C)on4)n3n2)cc1,1
O=C(CCCS(=O)(=O)c1ccc(F)cc1)Nc1nnc(-c2ccno2)o1,-9
CCC(=O)Nc1ccc(SCC(=O)Nc2cc(C(F)(F)F)ccc2OC)nn1,-20
Cc1cccc(CC(=O)NCC(O)Cc2ccccc2)c1 (stereo not given),21*
O=C(CN1CCN(Cc2nc3ccccc3[nH]2)CC1)NCCc1ccccc1,-18
SMILES,PriA SSB inh
CCCCC(C)=NNC(=O)CNS(=O)(=O)c1ccc([N+](=O)[O-])cc1,-2
O=c1nccc(NN=Cc2ccccc2)[nH]1,-1
CC(C)N1CCC(CN)CC1,35
CC(C)c1nnc(NC(=O)c2cc(-c3ccncc3)nc3ccccc23)s1,-7
CCOc1ccc(C(O)=CC(=O)C(=O)Nc2ccc(S(=O)(=O)NC(C)=O)cc2)cc1,-7
CCCCCCc1cc(-c2nc(N)nc(C)c2-c2ccc(Br)cc2)c(O)cc1OC,-11
COc1cc2ccccc2cc1C(=O)Nc1sc2c(c1C#N)CCN(Cc1ccccc1)C2,-4
Cc1cc(N(C)C)nc(CNS(=O)(=O)c2cccc(Cl)c2)n1,-11
Cc1ccc(C)c(C(O)=C2C(=O)C(=O)N(CCCN3CCOCC3)C2c2cccnc2)c1 (stereo not given),-7
O=C(CCc1nc2sc3c(c2c(=O)[nH]1)CCCCC3)NC1CCN(Cc2ccccc2)CC1,-9
O=c1cc(-c2ccccc2)nc(SCc2ccccn2)[nH]1,-10
COc1ccc2c(Cl)c(C(=O)NN=Cc3c(C)[nH]c4ccccc34)sc2c1,11
COc1ccc(NC(=O)C(=O)NCCCN2CCOC(c3ccccc3)C2)cc1Cl (stereo not given),-17&-8
O=C(NCCn1ccn2nccc12)c1ccc2nsnc2c1,-5
O=C(Cc1ccc(F)cc1)Nn1cnc2c(cnn2-c2ccc(F)cc2)c1=O,-4
O=C1C(=NS(=O)(=O)c2cccs2)C([n+]2cccc(Cc3ccccc3)c2)=C([O-])c2ccccc21,3
Cn1nccc1C(=O)Nc1nnc(-c2ccccc2)o1,14
CS(=O)(=O)N1CCN(C(=O)c2coc(NC(=O)Cc3cccs3)n2)CC1,-4
CCc1cccc(CC)c1NC(=O)Cn1nc(-c2cccs2)c2sc(N3CCCC3)nc2c1=O,-8
O=C(NCc1ccccc1F)c1ccc2c(=O)n3c(nc2c1)SCC3,-13
Cc1ccc(CNC(=O)c2csc(Nc3ccc(S(C)(=O)=O)cc3)n2)cc1,-18
CCN1C(=O)c2cccc3c(NC(=O)/C=C/c4ccc([N+](=O)[O-])s4)ccc1c23,0
Cc1cc(O)c(C(=O)/C=C/c2ccc(F)cc2)c(=O)o1,16
COCCNC(=S)NC(=O)c1ccccc1,1
O=C1NCCOc2ccc(NS(=O)(=O)c3ccc4ccccc4c3)cc21,2
SMILES,PriA SSB inh
O=C(c1ccco1)N1CCc2ccc(NS(=O)(=O)c3cccs3)cc21,-8
O=C(CSc1nnc(NC(=O)c2cccs2)s1)Nc1ccc2c(c1)OCCO2,-2
Cc1ccc(S(=O)(=O)NCc2sc(-c3cccs3)nc2C)s1,0
CC(C)(O)c1nc2ccccc2n1Cc1ccc(F)cc1,-12
CCOC(=O)c1[nH]c2ccccc2c1NC(=S)Nc1ccc(C(F)(F)F)cc1,25
COc1cc(N2CCN(S(C)(=O)=O)CC2)nc(OC)n1,-13
CN(Cc1nc2ccccc2n1Cc1ccccc1Cl)C(=O)c1ccco1,-13
c1ccc(-c2cnc(-c3ccccc3)cn2)cc1,-11
Cc1ccc(C(=O)Nc2nnc(-c3ccc(C)c(C)c3)o2)cc1C,-10
COc1ccc(OC)c(Nc2nc(CC(=O)Nc3ccc4c(c3)OCCO4)cs2)c1,33*
CC(=NNC(=O)C(=O)Nc1cccc(Cl)c1)c1ccncc1,-11
CCOCCOC(=O)C1C(C)=NC2=C(C(=O)CC(C)(C)C2)C1c1ccc2c(c1)c1ccccc1n2CC (stereo not given),12
Cc1ccc(S(=O)(=O)N2CCCC2C(=O)N2CCNC(=O)C2(C)C)cc1 (stereo not given),1
O=C(/C=C/c1ccccc1)OCCCC(F)(F)C(F)(F)F,-21
O=C(O)Cc1csc(Nc2cccc(C(F)(F)F)c2)n1,24
O=C(Nc1c(C(=O)c2ccc(Cl)cc2)oc2ccc(Br)cc12)c1ccc(F)cc1,-1
COc1ccc(C(=O)CSc2ncccc2-c2nc3ccccc3[nH]2)cc1,-2
Cc1ccc(C(=O)Oc2ccc(/C=C(\C#N)C(=O)Nc3ccccc3F)cc2)cc1,-11
Cc1ccc(S(=O)(=O)N2CCC(C(=O)Nc3nc(-c4cccs4)cs3)CC2)cc1,-3
O=C(Nc1c2c(nn1-c1ccccc1)CCC2)c1nc2ccccc2s1,-6&-1
O=C(CSc1nncc(=O)[nH]1)Nc1ccc(Cl)c(C(F)(F)F)c1,-2
Cc1nc2sc(C)c(C)n2c(=O)c1NC(=O)C(C)Oc1ccc(Cl)cc1Cl (stereo not given),-15
CN1C(=O)c2ccc(-c3ccccc3)nc2NC1C(=O)N1CCN(c2ccccc2)CC1 (stereo not given),19
CCC(=O)Nc1ccc(SCC(=O)Nc2ccc(OC(F)(F)F)cc2)nn1,-5
CC(=NNC(=S)Nc1ccccc1)c1c(O)n(C)c(=O)n(C)c1=O,0
SMILES,PriA SSB inh
Nc1ccc(C(=O)NN=Cc2cn(Cc3cccc(F)c3)c3ccccc23)cc1,5
O=C(Cc1cccs1)NCC(O)(c1ccco1)C1CC1 (stereo not given),-8
COc1cccc(C(=O)Nc2nc3c(Cl)cc(Cl)cc3s2)c1OC,-15
COc1cccc(-c2nnc3ccc(OCCNS(=O)(=O)Cc4ccccc4)nn23)c1,5
CS(=O)(=O)Nc1ccc2c(c1)C(=O)Nc1ccccc1O2,-11
O=C(NC(O)C(Cl)(Cl)Cl)c1ccc(Cl)cc1Cl (stereo not given),8
CC(=O)N(c1ccc(C)cc1C)[C@@H]1C=CS(=O)(=O)C1,3
O=C(NN=Cc1ccc([N+](=O)[O-])cc1)C(=O)N1CCCC1,-12
Cc1nc(-c2ccc(N)cc2)cs1,30
O=C(Nc1nnc(Cc2cccs2)o1)c1cccc(C(F)(F)F)c1,22
CCOc1ccc(Nc2nc(C(=O)N3CCN(C(=O)c4ccco4)CC3)cs2)cc1,0
CC1=CCCC2C(C=C(C)CC1)OC(=O)C2CN1CCCCC1 (stereo not given),-17
Cc1cc(C(=O)Nc2ccc(-c3nc4ccccc4[nH]3)cc2)nn1C,2
COc1cc(OC)cc(-c2n[nH]c(=S)o2)c1,8
CCOC(=O)c1cc(S(=O)(=O)Nc2ccc(CC)cc2)[nH]n1,12
O=C(CSc1ccc(NC(=O)c2cccs2)nn1)NCCc1ccccc1,-10
COc1cc(OC)c(NC(=O)c2cn(CC(O)c3ccccc3OC)nn2)cc1Cl (stereo not given),-4
COc1ccc2sc(=NC(=O)c3ccno3)n(CCSC)c2c1,-18
COC(=O)c1ccc(Cn2cnc3c(cnn3C(C)(C)C)c2=O)o1,-10&-2
O=C(Nc1nc2c(s1)CN(C(=O)NCc1cccs1)CC2)c1cnccn1,-5
CC1(C)COc2cc(NS(=O)(=O)c3ccc(C(C)(C)C)cc3)ccc2NC1=O,-13
Cc1ccc(C(C)C)cc1S(=O)(=O)N1CCc2ccccc2C1,-64&-3
Cc1sc(NC(=O)c2ccccc2F)c(CN2CCCC2)c1C,-8
O=C(c1ccccn1)N1C2CCC1c1cncnc1C2 (stereo not given),-6
CCOCC(=O)NCCn1ncc2c(=O)n(Cc3cccc([N+](=O)[O-])c3)cnc21,-7

# 18 successive records already listed, for reference:
SMILES,PriA SSB inh
O=C(NN=Cc1ccc([N+](=O)[O-])cc1)C(=O)N1CCCC1,-12
Cc1nc(-c2ccc(N)cc2)cs1,30
O=C(Nc1nnc(Cc2cccs2)o1)c1cccc(C(F)(F)F)c1,22
CCOc1ccc(Nc2nc(C(=O)N3CCN(C(=O)c4ccco4)CC3)cs2)cc1,0
CC1=CCCC2C(C=C(C)CC1)OC(=O)C2CN1CCCCC1 (stereo not given),-17
Cc1cc(C(=O)Nc2ccc(-c3nc4ccccc4[nH]3)cc2)nn1C,2
COc1cc(OC)cc(-c2n[nH]c(=S)o2)c1,8
CCOC(=O)c1cc(S(=O)(=O)Nc2ccc(CC)cc2)[nH]n1,12
O=C(CSc1ccc(NC(=O)c2cccs2)nn1)NCCc1ccccc1,-10
COc1cc(OC)c(NC(=O)c2cn(CC(O)c3ccccc3OC)nn2)cc1Cl (stereo not given),-4
COc1ccc2sc(=NC(=O)c3ccno3)n(CCSC)c2c1,-18
COC(=O)c1ccc(Cn2cnc3c(cnn3C(C)(C)C)c2=O)o1,-10&-2
O=C(Nc1nc2c(s1)CN(C(=O)NCc1cccs1)CC2)c1cnccn1,-5
CC1(C)COc2cc(NS(=O)(=O)c3ccc(C(C)(C)C)cc3)ccc2NC1=O,-13
Cc1ccc(C(C)C)cc1S(=O)(=O)N1CCc2ccccc2C1,-64&-3
Cc1sc(NC(=O)c2ccccc2F)c(CN2CCCC2)c1C,-8
O=C(c1ccccn1)N1C2CCC1c1cncnc1C2 (stereo not given),-6
CCOCC(=O)NCCn1ncc2c(=O)n(Cc3cccc([N+](=O)[O-])c3)cnc21,-7

# Remaining list, next part.
SMILES,PriA SSB inh
Cc1onc(-c2ccccc2Cl)c1C(=O)NCC(O)Cn1ccccc1=O (stereo not given),-5
CCOP(=O)(OCC)C(=NOC(=O)c1ccc(OC)cc1)C(N)=O,-7
Cn1c(=O)c2c(SCC(=O)NC[C@H]3CCCO3)nc(-c3ccccc3Cl)nc2n(C)c1=O,-12
Cc1cc(N(C)C)nc(CNC(=O)Nc2ccc(F)c(Cl)c2)n1,-2
Brc1ccc(Nc2nc(-c3ccc4c(c3)OCO4)cs2)nc1,-14
CCOC(=O)c1sc(NC(=O)CSc2nnc(Cc3csc(N)n3)n2C)nc1C,-10
